From PubChem BioAssay
Cl transport mod: KCC2 cotransporter modulators, thallium flux, primary screen, cell-based, HEK293 KCC2, FluoZin-2 fluorescence, MLSMR. KCC2 cells, thallium flux FluoZin-2 fluorescence. AID 1456, 2008. Solute carrier family 12 member 5 (Homo sapiens), Q9H2X9. B-score of Tl+ flux slope (higher = more flux/activation; lower = inhibition) at 10 µM. actives 2.2% (n = 190,000);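 active means thallium flux slope and its plate-corrected score both differing from the plate sample mean at a set confidence after two filtering rounds, in either direction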;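 further: slope of fluorescence scaled to starting intensity during 10 to 20 s after thallium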
Furin inhibitor: human furin inhibitors, primary screen, biochemical, fluorescence intensity; P09958; purified furin, fluorogenic substrate cleavage; inhibition, % at 30 µM; actives 0.061% (n = 220,000); AID 463115, 2010; in the data active means inhibition above about 25%; further: inactives centre near -15
Target sequence (P09958 108-714 limits assumed): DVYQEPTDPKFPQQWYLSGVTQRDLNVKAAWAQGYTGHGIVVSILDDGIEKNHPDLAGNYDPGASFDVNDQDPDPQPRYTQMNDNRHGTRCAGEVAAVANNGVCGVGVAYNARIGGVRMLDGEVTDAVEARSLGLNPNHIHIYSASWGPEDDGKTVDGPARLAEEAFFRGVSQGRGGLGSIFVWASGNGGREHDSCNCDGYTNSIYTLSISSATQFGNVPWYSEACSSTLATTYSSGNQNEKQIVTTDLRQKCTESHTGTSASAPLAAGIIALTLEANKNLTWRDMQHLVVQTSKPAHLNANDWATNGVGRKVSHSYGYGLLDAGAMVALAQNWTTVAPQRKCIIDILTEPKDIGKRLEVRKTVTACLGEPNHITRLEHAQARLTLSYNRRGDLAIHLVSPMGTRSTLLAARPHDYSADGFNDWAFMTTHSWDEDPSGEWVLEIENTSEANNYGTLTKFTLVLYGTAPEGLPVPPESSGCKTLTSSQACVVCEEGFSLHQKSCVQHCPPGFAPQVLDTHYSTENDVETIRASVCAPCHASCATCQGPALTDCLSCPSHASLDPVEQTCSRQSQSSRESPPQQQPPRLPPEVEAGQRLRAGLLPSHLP
FXIa inh 1536: human FXIa protease inhibitors, primary screen, biochemical, 1536-well. Coagulation factor XI (Homo sapiens), P03951. purified FXIa, Boc-Glu-Ala-Arg-AMC fluorogenic substrate. inhibition, % at 5 µM. actives 0.14% (n = 220,000);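 active means inhibition of at least 40%; inactive means inhibition below 40%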;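 further: fluorescence of freed AMC excited at 355 nm; 0% = enzyme without compound and 100% = no enzyme blank; many of its hits are not listed in these tables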
Wee1 degr inh: Wee1 degradation inhibitors, primary screen, cell-based, HeLa, Wee1K328M-luciferase, luminescence; HeLa Luc-Wee1K328M stability; 100% = proteasome inhibitor MG132 effect; actives 1.2% (n = 220,000); Wee1-like protein kinase (Homo sapiens), P30291; AID 1321, 2008; reporter increase, % at 5 µM;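 active means activation above the mean of all tested compounds plus 3 SD, set per screening run, cut at about 8.8% in these data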;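 further: cells exposed to compound for 20 h before luminescence read; 0% = DMSO alone and 100% = MG132 at 30 µM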
thrombin 1536: human alpha-thrombin inhibitors, primary screen, counter-screen for coagulation protease inhibitor project, biochemical, 1536-well, fluorogenic AMC substrate; Prothrombin (Homo sapiens), P00734; Boc-VPR-AMC fluorogenic substrate cleavage; inhibition, % at 5 µM; actives 0.26% (n = 220,000);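 active means inhibition at or above 40%; inactive means inhibition below 40%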;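 further: 0% = enzyme with no compound and 100% = wells without enzyme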
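System: Human alpha-thrombin protein | Medium: pH 7.5 Tris (50 mM) with NaCl 150 mM, Tween 20 0.05% | Times: Enzyme reaction carried out at room temperature | Detection: AMC fluorescence, 355/460 nm | Evaluation: Percent inhibition scaled between no-compound controls and no-enzyme blanks | Benchmarks: Enzyme without compound as high, wells lacking enzyme as low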
FXIIa inh: human FXIIa protease inhibitors, primary screen, biochemical, 1536-well. Coagulation factor XII (Homo sapiens), P00748. inhibition, % at 5 µM. purified FXIIa, Boc-QGR-AMC fluorogenic substrate, 2 h. actives 0.3% (n = 220,000). AID 800, 2007; in the data active means inhibition above about 40%;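 further: 0% = enzyme with no compound and 100% = blank without enzyme; many of its hits are not listed in these tables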
KLK5 inh: human KLK5 protease inhibitors, primary screen, biochemical, 1536-well. AID 873, 2007. inhibition, % at 5 µM. actives 0.59% (n = 210,000). Kallikrein-5 (Homo sapiens), Q9Y337. recombinant hK5, fluorogenic AMC substrate cleavage;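 active means inhibition of 40% or more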;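 further: 0% = enzyme controls without compound and 100% = no-enzyme blanks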
Target sequence (Q9Y337 67-293 limits assumed): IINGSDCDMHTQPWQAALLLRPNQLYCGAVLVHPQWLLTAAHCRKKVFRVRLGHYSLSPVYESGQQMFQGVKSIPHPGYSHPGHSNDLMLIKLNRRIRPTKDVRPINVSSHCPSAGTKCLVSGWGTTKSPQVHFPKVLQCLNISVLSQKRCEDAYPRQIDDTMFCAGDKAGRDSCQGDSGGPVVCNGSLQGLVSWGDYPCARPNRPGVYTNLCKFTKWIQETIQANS
PERK inhibitor: block of dimerizer-induced PERK translation repression, primary screen, PERK inhibitor project, CHO PERK-DD cells, SEAP luminescence, HTS; actives 0.17% (n = 220,000); AID 1416, 2008; CHO PERK-DD fusion, SEAP luminescence translation reporter; Eukaryotic translation initiation factor 2-alpha kinase 3 (Homo sapiens), Q9NZJ5; inhibition, % at 5.6 µM;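 active means inhibition above the mean inhibition of all tested compounds plus 3 SD, set separately per screening campaign, cut at about 2.9% in these data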;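 further: PERK kinase domain activated by AP20187 dimerizer at 100 nM; 0% = DMSO with dimerizer and 100% = rapamycin at 8.4 µM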
p97 ATPase inh: inhibitors of human p97 ATPase, primary screen, biochemical; Transitional endoplasmic reticulum ATPase (Homo sapiens), P55072; inhibition, % at 8 µM; actives 0.42% (n = 220,000); recombinant p97 ATPase, Kinase-Glo ATP luminescence, 3 h; in the data active means inhibition above about 15%;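 further: 0% = DMSO vehicle and 100% = wells lacking enzyme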
Starred values were filed as active, the others as inactive; . = not tested or not shown; [ ] = remark or other dose.

SMILES | Cl transport mod | Furin inhibitor | FXIa inh 1536 | Wee1 degr inh | thrombin 1536 | FXIIa inh | KLK5 inh | PERK inhibitor | p97 ATPase inh
N#CC(c1ccc(Cl)cc1)c1nc2ccccc2nc1C(F)(F)F (stereo not drawn) | 0.4 | -18 | 2 | 0 | -3 | 15 | -4 | -1.2 | -4
COc1ccc(Cl)cc1N(CC(=O)Nc1cccc(SC)c1)S(C)(=O)=O | . | -5[20 µM] | 0 | 4 | -5 | 10 | -4 | -0.3 | 0
CCCC(=O)N1CCc2cc(OC)c(OC)cc2C1c1cc2cc3c(cc2[nH]c1=O)OCO3 (stereo not drawn) | 0.36 | -8[20 µM] | . | -1 | . | . | . | -0.9 | -1
Cc1ccccc1CSCCC(=O)NCCc1ccccc1 | -0.87 | -26 | -7 | -1 | 2 | 1 | 0 | 1.5 | 3
S=C(Nc1ccccc1)N(Cc1ccccc1)Cc1ccncc1 | -0.18 | -24 | 5 | 4 | -2 | 9 | . | 1.6 | -1
Cc1c([N+](=O)[O-])c(C(=O)N2CCCC2)nn1C | -0.012 | -8[20 µM] | -1 | 3 | -8 | 3 | -24 | 0.9 | 2
CCCn1c(NCc2ccc(N(C)C)cc2)nc2ccccc21 | -0.045 | -35 | -6 | 0 | -9 | 7 | 0 | -0.2 | 0
CCC/C=C(\CCC)C(NC(=O)OCC(C)C)c1ccc(C(=O)OC)cc1 (stereo not drawn) | 0.81 | 5 | 0 | 0 | -4 | 9 | -9 | 0.3 | 0
CCCCN(C(=O)COc1ccc(C)cc1OC)c1c(N)n(CCC)c(=O)[nH]c1=O | -0.3 | 4 | 13 | 5 | 19 | 22 | 2 | -0.6 | -2
CSc1ccccc1NC(=O)c1ccc(C)o1 | -0.44 | -12 | -3 | 1 | 5 | 1 | 20 | 0.3 | -3
COC(=O)c1c(-c2ccc(F)cc2)csc1NC(=O)C1CCCO1 (stereo not drawn) | -0.58 | -23 | -2 | -1 | -4 | . | -1 | -0.6 | 0
CCOC(=O)C1(Cc2ccccc2)CCCN(C2CCCC2)C1 (stereo not drawn) | -0.32 | -18 | 0 | -3 | -2 | 9 | 5 | 0.9 | -2
Cc1ccc(NC(=O)c2c(C)nn(-c3ccccc3)c2Cl)c(C)c1 | . | -18[20 µM] | 14 | -1 | -2 | 10 | 0 | 0.8 | 0
Cc1ccc2[nH]c3c(=O)n(N)c(C)nc3c2c1 | -0.17 | -17 | 2 | -1 | -8 | 10 | 2 | 0.1 | 2
CCOC(=O)Nc1ccc(S(=O)(=O)N(C)C(C)C)cc1 | 0.0041 | -15[20 µM] | 1 | -3 | 3 | 0 | -13 | 0.5 | 0
CCOc1nc(OCC)nc(-n2cc(-c3ccccc3)nn2)n1 | -0.2 | -22 | -3 | 0 | -2 | 6 | -2 | 1.1 | 24*
CC(C)c1nn2c(N)c(/C=C3\C=Nc4ccccc43)c(=O)nc2s1 | -1.3 | -30 | 5 | 2 | -4 | 10 | 5 | 0.4 | 10
COc1ccc(Cl)cc1NC(=O)CSc1nc2sccc2c(=O)[nH]1 | . | -11 | 13 | 1 | -1 | 14 | 6 | -0.2 | 4
CSc1ccc(C(=S)N2CCN(C)CC2)cc1 | . | 9[20 µM] | 8 | 2 | 6 | 22 | -2 | 0.0 | -1
O=C1OCCN1C(=O)[C@H]1[C@H](c2ccc([N+](=O)[O-])cc2)C(c2cccc(Cl)c2)=NN1c1ccccc1 | -0.54 | -7 | 3 | 10* | 8 | 13 | 2 | -0.4 | -1
CC(C)COc1ccc(C2NC(=O)NC2=O)cc1 (stereo not drawn) | -0.24 | -16[20 µM] | -11 | 0 | -1 | 9 | -7 | -0.1 | -7
CCOC(=O)N1CCN(C(=O)CN(c2cc(Cl)ccc2OC)S(=O)(=O)c2ccccc2)CC1 | . | 0 | 2 | -1 | -3 | 2 | 2 | -0.8 | 0
CCn1cc(C(=O)O)c(=O)c2cc(F)c(N/N=C/c3ccccc3[N+](=O)[O-])cc21 | -1.5 | -5 | 15 | -1 | -10 | 16 | 6 | 0.6 | -6
CCCCCCCCCCCNC(=O)c1ccoc1C | 0.029 | -1[20 µM] | 14 | -1 | 3 | 20 | -7 | 1.7 | 0
O=C(N/N=C/c1ccc(Cl)cc1Cl)C(=O)NC1CC1 | 0.72 | -7 | 11 | 2 | 11 | 15 | 18 | -0.2 | -1
CCOC(=O)C1CCN(C(=O)COc2ccc([N+](=O)[O-])cc2)CC1 | -0.68 | -12 | -5 | 2 | 3 | -7 | -23 | 2.0 | 3
CCCC(=O)NC1=C(C#N)C2(CCCC2)Cc2ccccc21 | -0.088 | -15[20 µM] | -5 | 3 | -12 | -9 | 0 | -0.6 | 5
CCc1cccc2c1NC(=O)C21N2CCCC2C(C(=O)c2ccc3ccccc3c2)C12C(=O)Nc1ccccc12 (stereo not drawn) | 1.1 | -11 | 1 | 1 | -4 | 6 | -2 | 0.3 | 5
COc1ccc(N(CC(=O)NCC2CCCO2)S(=O)(=O)c2ccc(C)cc2)cc1OC (stereo not drawn) | 0.035 | -16[20 µM] | 8 | -3 | 20 | 18 | 24 | -0.2 | 3
Cc1ccc(C)c(C(=O)N(Cc2nc(-c3ccc(Cl)cc3)no2)C(C)C)c1 | 0.11 | -8 | 3 | 1 | 2 | 7 | -1 | -0.1 | -11
Cc1cccc(CCNC(=O)C2CCCN(S(=O)(=O)c3cccc4nsnc34)C2)c1 (stereo not drawn) | -0.88 | -4 | -9 | 0 | -5 | 2 | -2 | -0.3 | 1
CCOC(=O)c1ccccc1NC(=O)COC(=O)c1ccc(C)c(S(=O)(=O)N2CCOCC2)c1 | 0.21 | -16 | -8 | 5 | -3 | 10 | -28 | 0.3 | 5
CCOc1ccc(/C=N/NC(=O)c2ccc(CSc3nc4ccccc4[nH]3)cc2)cc1 | 0.03 | -10 | 3 | 3 | -2 | 19 | -14 | -1.1 | 1
CC(=O)N1CCN(CCN=CC2=C(O)CC(C)(C)CC2=O)CC1 | 0.57 | 7[20 µM] | 5 | 1 | -1 | 16 | -12 | 0.2 | 1
CCc1cc2c(NCC(=O)O)ncnc2s1 | 0.4 | -13 | -10 | -1 | -1 | 8 | -14 | 0.9 | -3
COc1ccc(N/N=C(\C#N)C(=N)N2CCCCC2)cc1 | 0.99 | -3 | 10 | 0 | -2 | 6 | -10 | 1.6 | 10
CCC(=O)Nc1cc(=O)[nH]c2ncnn12 | . | -16 | 9 | 0 | 1 | -8 | -9 | 0.9 | 0
CCCN(CCC)S(=O)(=O)c1ccc(C(=O)Nc2c(C)n(C)n(-c3ccccc3)c2=O)cc1 | 1.5 | -11 | 7 | -2 | -5 | 4 | -7 | -0.2 | 3
COc1cccc(NC(=O)Cn2c(=O)c3c(ncn3Cc3ccccc3)n(Cc3ccccc3)c2=O)c1 | 0.15 | -6[20 µM] | -3 | 1 | 0 | 0 | -5 | -1.7 | 6
NC(=O)C1CCN(c2nc(-c3ccccc3)nc3c2oc2ccccc23)CC1 | 0.96 | -39 | 0 | -2 | -1 | 10 | -9 | 0.8 | 4

Random excerpt: three records from the list, in no set order.
SMILES | Cl transport mod | Furin inhibitor | FXIa inh 1536 | Wee1 degr inh | thrombin 1536 | FXIIa inh | KLK5 inh | PERK inhibitor | p97 ATPase inh
COc1ccc(N/N=C(\C#N)C(=N)N2CCCCC2)cc1 | 0.99 | -3 | 10 | 0 | -2 | 6 | -10 | 1.6 | 10
CCOC(=O)C1(Cc2ccccc2)CCCN(C2CCCC2)C1 (stereo not drawn) | -0.32 | -18 | 0 | -3 | -2 | 9 | 5 | 0.9 | -2
COc1cccc(NC(=O)Cn2c(=O)c3c(ncn3Cc3ccccc3)n(Cc3ccccc3)c2=O)c1 | 0.15 | -6[20 µM] | -3 | 1 | 0 | 0 | -5 | -1.7 | 6

(next part)
SMILES | Cl transport mod | Furin inhibitor | FXIa inh 1536 | Wee1 degr inh | thrombin 1536 | FXIIa inh | KLK5 inh | PERK inhibitor | p97 ATPase inh
CC(C)[C@H](NC(=O)OC(C)(C)C)C(=O)N/N=C/c1ccc2nccnc2c1 | 0 | -20 | -5 | -2 | -3 | 4 | 0 | 0.2 | 1
O=C(NNC(=O)c1ccc2ccccc2c1O)c1ccccc1Cl | . | -10[20 µM] | 1 | -1 | 1 | 8 | -3 | -0.3 | 3
COc1ccc(-c2nc(CCNC(=O)c3ccc(Br)o3)cs2)cc1 | . | -20 | 6 | -2 | -3 | 11 | -2 | 0.1 | -1
O=C(Nc1nccs1)c1sc2ccccc2c1Cl | 0.13 | -10[20 µM] | -4 | 4 | -13 | 4 | -6 | -0.4 | -4
NC(=O)COC(=O)c1cccc(S(=O)(=O)N2CCN(c3ccc(F)cc3)CC2)c1 | 0.58 | -19 | -4 | 1 | -2 | -1 | -6 | -0.1 | 1
Cc1cc(/C=N/NC(=O)c2cccs2)c(C)n1-c1cnccn1 | . | -21 | 4 | 2 | 1 | 10 | 17 | 0.9 | 3
CCOc1ccc(N2Cc3ncccc3C2=O)cc1 | . | -20 | 3 | 2 | 0 | 0 | 5 | -0.8 | -4
Cn1c(Cn2c(=O)sc3ccccc32)nnc1SCC(=O)N1CCc2ccccc21 | -1.1 | -16 | 5 | 0 | 4 | 7 | 7 | -1.0 | 0
Cc1ccc(CNC(=O)Cn2cccc2C(=O)c2ccccc2C)cc1 | -0.27 | -16 | -3 | 2 | -1 | -1 | -14 | 0.5 | -4
COc1ccc(Cl)cc1C(=O)Nc1ccc(NC(=O)C(C)C)cc1 | -1.1 | -17 | 0 | 1 | -3 | . | 1 | 0.1 | -2
C=CCn1c(-c2ccccc2)nc2nc3ccccc3nc21 | 0.8 | -31 | 0 | 2 | -4 | 6 | -3 | 0.6 | -4
COC(=O)c1cccnc1NC(=S)NC(C)C | 38* | -30 | 3 | 1 | -3 | 8 | . | 1.2 | 3
CCCCCCCCC[n+]1cccc2c3ccccc3ccc21 | . | -45[20 µM] | 1 | -2 | -2 | 14 | -116 | -0.2 | 3
Nc1ccc(Oc2ccc3nc(-c4ccccc4)c(-c4ccc([N+](=O)[O-])cc4)nc3c2)cc1 | 0.68 | -9[20 µM] | -4 | -1 | -4 | -2 | 0 | -0.9 | -2
CCOc1ccc2ccccc2c1/C=N/NC(=O)CNC(=O)C(c1ccccc1)c1ccccc1 | -1.2 | -21 | -12 | 3 | -9 | -3 | -3 | -0.1 | -2
O=C(O)C1(c2cccc(Cl)c2)CCC1 | 0.27 | -18 | -20 | -1 | -1 | -21 | -7 | 2.2 | 3
CNC(=O)CC1C(=O)N(C)C(=S)N1NC(=O)c1ccccc1 (stereo not drawn) | 0.79 | -14 | -1 | 3 | 3 | 12 | 2 | 2.5 | 4
Cn1c(CNc2ccccc2O)nc2ccccc21 | 0.02 | -14 | 3 | -1 | -3 | 11 | -75 | 0.8 | 13
